# Bioassay records (PubChem BioAssay)
# SRC1 TRFRET art: counter-screen for PPARgamma SRC-1 recruitment agonists: TR-FRET artefact. TR-FRET detection artefact counter-screen, emission ratio; stronger effect = higher value. TR-FRET ratio at 8 µM. actives 0.34% (n = 99,000); in the data active = TR-FRET ratio above about 2300; note: inactives centre near 1800; reference of the scale not given here
# SRC3 TRFRET art: flags TR-FRET format artefacts in PPARgamma SRC-3 recruitment agonist screen; TR-FRET artefact counter-screen, PPARgamma/SRC-3 format; stronger effect = higher value; TR-FRET ratio at 8 µM; actives 0.39% (n = 99,000); AID 1048; in the data active = TR-FRET ratio above about 2000; note: inactives centre near 1600; reference of the scale not given here
# An asterisk follows results filed as active. These rows are one share of the data; the hit share may differ from the screen's.
SMILES,SRC1 TRFRET art,SRC3 TRFRET art
O=C1CN(C(=O)CSc2nc3ccccc3c(=O)n2CC2CCCO2)c2ccccc2N1 (stereo unspecified),1670,1664
Cc1ccc(NC(=O)c2ccccc2NC(=O)Cc2ccccc2)cc1,2059,1730
COc1ccc(OC)c(NC(=S)NCCCN2CCOCC2)c1,1958,1628
Cc1c(-n2c(-c3ccccc3)nc3ccccc3c2=O)c(=O)n(-c2ccccc2)n1C,1603,1678
O=C(N/C(=C/c1cccnc1)C(=O)N1CCOCC1)c1ccco1,1835,1441
CCN(CC)C(=O)c1ccc(-c2ccccc2)cc1,1804,1561
Cc1ccc(-n2ncc3c(SCc4cccc(C)c4)ncnc32)cc1,1820,1515
O=S(=O)(c1ccccc1)c1nc(NCc2cccnc2)sc1Cl,1659,1528
CCn1c(=O)c(=O)[nH]c2cc(C(=O)N3CCN(Cc4ccc5c(c4)OCO5)CC3)ccc21,1645,1556
Cc1cc(C)n2nc(C(=O)N3CCN(Cc4ccc5c(c4)OCO5)CC3)nc2n1,1988,1503
COc1cccc(NC(=S)N(Cc2ccc(C)cc2)Cc2ccccn2)c1,1625,1523
Oc1cccc(C(O)CNCc2ccc(-c3ccccc3)cc2)c1 (stereo unspecified),1871,1491
COC(=O)CN1C(=O)C(O)(CC(=O)c2ccc(C)cc2)c2ccccc21 (stereo unspecified),1596,1497
CN1C(C(=O)c2ccccc2)=C(N)c2ccccc2S1(=O)=O,1914,1510
CCOc1cc(/C=C/c2ccc3cccc([N+](=O)[O-])c3n2)ccc1OCC(=O)N(C)C,1999,1660
CN(C)CCCOc1ccc2c(c1)Sc1ccccc1CC2=O,1718,1511
COc1ccccc1NC(=O)COc1ccc(C(=O)NC2CCCc3ccccc32)cc1OC (stereo unspecified),1960,1427
O=C(NCc1ccc(Cl)cc1Cl)c1ccc2nc[nH]c2c1,1612,1587
CCSc1nnc(NC(=O)c2cc3c(s2)CCCC3)s1,1715,1357
CCNc1ccc(C(=O)OCC(=O)c2cc(C)n(Cc3ccc4c(c3)OCO4)c2C)cc1[N+](=O)[O-],1660,1577
CC(=O)Nc1ccc(S(=O)(=O)Oc2cccc(/C=C3\SC(N)=NC3=O)c2)cc1,1669,1554
CC(C)(C)Cc1nnc(NC(=O)c2ccc([N+](=O)[O-])cc2)s1,1696,1561
OCC1(CCc2ccccc2)CCN(Cc2cc(F)ccc2-n2cccn2)CC1,1872,1458
O=S(=O)(c1cnc(Cl)c(Br)c1)N1CCCCCC1,1462,1560
Cc1ccc(-n2c(-c3ccco3)nc3nc4ccccc4nc32)cc1,1848,1468
CCCC(CCC)C(=O)NC1CCN(Cc2ccccc2)CC1,1697,1573
Cc1ccc(C)c(SCC(=O)Nc2cccnc2Cl)c1,1708,1718
CCNC(=O)c1ccc2c(c1)C1C3CCC(C3)C1C(c1ccccc1)N2 (stereo unspecified),1681,1603
CCN1CCC[C@H]1CNC(=O)c1cc(S(N)(=O)=O)ccc1OC,1741,1625
Cc1cc(C)nc(-n2cc(C(=O)c3cc(F)ccc3O)cn2)n1,1546,1551
CC(=O)c1cccc(NC(=O)CN2C(=S)NC(C)(C)CC2C)c1 (stereo unspecified),1984,1646
COc1ccc(C(=O)COC(=O)CCC(=O)c2cccs2)cc1,1451,1351
CCCC(c1nnnn1Cc1cccs1)N1CCN(C)CC1 (stereo unspecified),1755,1471
Cc1cc(C)c(NC(=S)N2CCCC2C(=O)O)c(C)c1 (stereo unspecified),1947,1663
CCn1c(SCC(=O)c2ccccc2)nc2ccccc2c1=O,2124,1626
Cc1ccc(NC(=O)CN2C(=O)S/C(=C\c3ccccn3)C2=O)cc1,1893,1423
COc1cc(/C=N/n2c(C)n[nH]c2=S)ccc1OCc1ccc(F)cc1,1677,1724
OCCN(CCO)c1nc(-c2ccccc2)nc2c1oc1ccccc12,1745,1528
O=S(=O)(Cc1ccccc1)Nc1ccc(Br)cn1,2136,1720
S=c1nc(-c2csc3c2CCCC3)[nH][nH]1,1780,1743
COc1ccccc1OCC(=O)Nc1ccc(N2CCCCC2)cc1,1608,1651
CCOc1cc(/C=N\NC(=O)Cn2nnc3ccccc32)ccc1O,1946,1610
COc1ccc(CN2CN(C3CCCC3)CSC2=S)cc1,1744,1560
CCSc1ccc2nnc(-c3cccs3)n2n1,1827,1491
O=[N+]([O-])c1ccc(-n2nnnc2CN2CCOCC2)cc1,1874,1432
Cc1cc2c(=O)[nH]c(Cc3ccccc3)nc2s1,1684,1551
O=[N+]([O-])c1cc([N+](=O)[O-])c2c(=Nc3ccccc3)n(-c3ccccc3)n(O)c2c1,1939,1540
CCOc1ccc(NC(=O)CCC(=O)N/N=C/c2ccc([N+](=O)[O-])s2)cc1,1641,1586
Cc1ccc(-c2nc3ncccn3c2Nc2ccccc2C)o1,1754,1582
O=C(Nc1ccc(N2CCOCC2)c([N+](=O)[O-])c1)c1ccco1,1835,1543

# (further entries)
SMILES,SRC1 TRFRET art,SRC3 TRFRET art
CCOc1cccc(-c2nnc3n2N=C(c2cc(OC)ccc2OC)CS3)c1,1851,1509
COc1cc([N+](=O)[O-])ccc1NC(=O)C[n+]1cccc(C(C)=O)c1,1839,1490
Cc1cccc(NC(=O)CSc2nc3c([nH]c4ccccc43)c(=O)n2C)c1,1766,1604
COC(=O)C1=C(C)N(Cc2ccco2)C(=O)N[C@@H]1c1cccc(C(F)(F)F)c1,1676,1446
O=C(c1nc(-c2ccccc2)n(-c2ccccc2)n1)N1CCN(S(=O)(=O)c2ccccc2)CC1,1565,1434
CCCCOc1ccc(C(=O)N/C(=C/C=C/c2ccccc2)C(=O)NC)cc1,1721,1496
CCc1ccc(-c2cc(C(=O)NCCCn3ccnc3)c3ccccc3n2)s1,1885,1616
C=CCc1cccc([C@@H]2[C@@H](C)CC[C@H]3C(=O)N4[C@@H](c5cc(OC)c(OC)c(OC)c5)c5[nH]c6ccccc6c5C[C@H]4C(=O)N23)c1,1570,1513
COc1ccc(C(=O)/C=C2\Sc3ccccc3N2C)cc1,1696,1583
COc1ccc(CC(=O)OC2CCCN(C)C2)cc1 (stereo unspecified),1812,2002
O=C(COc1ccccc1)NC1CCCc2ccccc21 (stereo unspecified),2024,1669
CN(C)/C=C/C(=O)c1cc(N2CCOCC2)ccc1[N+](=O)[O-],1954,1483
Cc1ccc(Cn2ccc(C3CC3)n2)cc1,1877,1756
Cc1ccc(OCC(=O)Nc2ccc(N3CCN(C(=O)c4ccco4)CC3)cc2)cc1C,1703,1500
O=C(CSc1nnc2ccc(-c3ccccn3)nn12)NCC1CCCO1 (stereo unspecified),1831,1498
Cc1cc2nc(C(F)(F)F)[nH]c(=O)n2n1,1885,1871
O=C(COc1ccccc1)NNC(=O)c1cc2ccccc2o1,1608,1617
O=C(NCc1ccccn1)C1CCN(Cc2cccc(OCc3ccccc3)c2)CC1,1751,1414
Cn1cnnc1SCC(=O)NNC(=O)COc1ccc(Br)cc1,1796,1560
COc1ccccc1N(C)S(=O)(=O)c1ccc(C(=O)OCC(=O)N(C(C)C)C(C)C)cc1,1685,1629

# Reprinted from the part before: five entries; new compounds follow.
SMILES,SRC1 TRFRET art,SRC3 TRFRET art
Cc1cc2nc(C(F)(F)F)[nH]c(=O)n2n1,1885,1871
O=C(COc1ccccc1)NNC(=O)c1cc2ccccc2o1,1608,1617
O=C(NCc1ccccn1)C1CCN(Cc2cccc(OCc3ccccc3)c2)CC1,1751,1414
Cn1cnnc1SCC(=O)NNC(=O)COc1ccc(Br)cc1,1796,1560
COc1ccccc1N(C)S(=O)(=O)c1ccc(C(=O)OCC(=O)N(C(C)C)C(C)C)cc1,1685,1629
Cc1ncc(C[n+]2csc(C)c2C)c(N)n1,1781,1646
CCC(OCC(O)CN1CCN(CCN2C(=O)c3cccc4cccc(c34)C2=O)CC1)c1ccccc1 (stereo unspecified),1992,1560
Cn1nc(-c2ccccc2)c(CO)c1Sc1ccccc1,1598,1533
Cc1ccc(C(=O)Nc2ccc([N+](=O)[O-])cn2)o1,1798,1763
Cc1ccccc1NC1=NCC(c2ccc([N+](=O)[O-])cc2)S1 (stereo unspecified),1802,1441
Cc1cc2cc(CNS(=O)(=O)N(C)C)ccc2[nH]1,1796,1588
COc1ccc2nc(N3C(=O)CC(Cc4ccc(C)cc4)C3=O)sc2c1 (stereo unspecified),1908,1516
CCOc1ccc(C(=O)Oc2ccc(NC(C)=O)cc2)cc1,1703,1477
O=C(Nc1ccccc1)N1CCN(Cc2ccc(Cl)cc2)CC1,1589,1384
O=C(CN1C(=O)c2ccccc2C1=O)N1CCN(C2c3ccccc3-c3ccccc32)CC1,1818,1468

# Two entries from above, with two lines to a compound.
# Results follow in this order: SRC1 TRFRET art, SRC3 TRFRET art
COc1ccc2nc(N3C(=O)CC(Cc4ccc(C)cc4)C3=O)sc2c1 (stereo unspecified)
 : 1908, 1516
CCOc1ccc(C(=O)Oc2ccc(NC(C)=O)cc2)cc1
 : 1703, 1477

# Later entries
SMILES,SRC1 TRFRET art,SRC3 TRFRET art
O=C(NNc1ccccc1)C(=O)N1CCCCC1,1786,1470
COc1cc([N+](=O)[O-])ccc1NC(=O)Cc1ccccc1,1809,1709
NS(=O)(=O)c1ccc(CCNC(=O)c2cc(-c3ccc(Br)cc3)nc3ccccc23)cc1,1623,1698
CCOC(=O)c1c(NC(=O)C2=C(C)NC(=S)NC2c2ccc(F)cc2)sc(C)c1C (stereo unspecified),1845,1671
CCN(CC(=O)Nc1ccc([N+](=O)[O-])cc1OC)CC(=O)NC(C)(C)C,2118,1848
COc1ccc(CC(=O)N2CCN=C2SCc2ccc([N+](=O)[O-])cc2)cc1,1852,1523
Cc1ccc(N2CCN(S(=O)(=O)N3CCCCC3)CC2)c(C)c1,1623,1502
COc1cc(N2C(=O)c3ccccc3C2=O)c(Cl)cc1C(=O)OCC(=O)N1CCOCC1,1668,1498
c1csc(C2CCCN2c2nc3nonc3nc2NC2CC2)n1 (stereo unspecified),2029,1612
O=C(CSc1nc(O)cc(=O)n1-c1ccccc1)Nc1ccc2c3c(cccc13)CC2,1792,1560
CC(=O)Nc1ccc2nc(CN3CCN(Cc4ccc(F)cc4)C(CCO)C3)ccc2c1 (stereo unspecified),1608,1653
CCOC(=O)N1CCN(CC(O)c2ccccc2)CC1 (stereo unspecified),1786,1559
CC1CCN(c2ccc(C(=O)NCc3ccco3)cc2[N+](=O)[O-])CC1,1943,1487
CN(C)/C=C1/C(=O)N(c2ccc([N+](=O)[O-])cc2)N=C1c1ccccc1,1827,1602
CCc1ccccc1NC(=O)c1cc(-c2ccc(F)cc2)on1,1717,1562
CC1CCCN(C2=C(NS(=O)(=O)c3ccc(Cl)cc3)C(=O)c3ccccc3C2=O)C1 (stereo unspecified),1783,1711
CC[C@H](C)NC(=O)c1ccc(Cn2c(=S)[nH]c3c([nH]c4ccc(OC)cc43)c2=O)cc1,1695,1833
C=CCn1c(SCC(=O)OCC)nc(C(F)(F)F)cc1=O,1525,1374
O=C(COC(=O)CNC(=O)c1ccccc1)Nc1ccccc1Cl,1536,1374
C=CCn1c(CNC(=O)c2ccco2)nnc1SCC(=O)c1ccccc1,1891,1590
CC(C(=O)NCCN1C(=O)S/C(=C\c2cccnc2)C1=O)N1C(=O)c2ccccc2C1=O (stereo unspecified),1913,1544
CSc1ccccc1C(=O)C1CCCN(Cc2c(C)n(C)n(-c3ccccc3)c2=O)C1 (stereo unspecified),1787,1520
CCc1cc2cc(C)cc(C)c2nc1SCC(=O)Nc1cc(C)on1,1841,1628
COc1ccc(/C=C/C(=O)N2CCN(c3ccccn3)CC2)c2ccccc12,1675,1572
Cc1ccc(NC(=O)CCC(=O)N/N=C/C=C/c2ccccc2)cc1,1779,1544
O=C(CSc1nnc2ccccn12)Nc1ccc2c(c1)OCCO2,1817,1620
COc1cc(O)c2c(=O)c3c(OC)c(O)ccc3oc2c1,1746,1338
N#C/C(=C\c1ccc([N+](=O)[O-])cc1)C(=O)Nc1ccccc1O,1850,1658
Nc1nn2cc(-c3ccccc3)nc2c2ccccc12,1896,1699
Cc1ccc(Oc2ccc(NC(=O)c3ccco3)cc2)cc1,1676,1857

# 7 entries picked at random from those above:
SMILES,SRC1 TRFRET art,SRC3 TRFRET art
COc1cc([N+](=O)[O-])ccc1NC(=O)C[n+]1cccc(C(C)=O)c1,1839,1490
COc1ccccc1N(C)S(=O)(=O)c1ccc(C(=O)OCC(=O)N(C(C)C)C(C)C)cc1,1685,1629
COc1cc(/C=N/n2c(C)n[nH]c2=S)ccc1OCc1ccc(F)cc1,1677,1724
CCNc1ccc(C(=O)OCC(=O)c2cc(C)n(Cc3ccc4c(c3)OCO4)c2C)cc1[N+](=O)[O-],1660,1577
Cc1cc2c(=O)[nH]c(Cc3ccccc3)nc2s1,1684,1551
Cc1c(-n2c(-c3ccccc3)nc3ccccc3c2=O)c(=O)n(-c2ccccc2)n1C,1603,1678
CC1CCN(c2ccc(C(=O)NCc3ccco3)cc2[N+](=O)[O-])CC1,1943,1487

# The list goes on:
SMILES,SRC1 TRFRET art,SRC3 TRFRET art
CCc1ccc(C2CC(c3ccccc3Cl)Nc3nc(N)nn32)cc1 (stereo unspecified),1775,1716
COC(=O)[C@@H]1CC[C@H](C)[C@@H](c2ccc(C)cc2)N1C(=O)c1ccc(/C=N/O[C@@H](C)c2cn([C@H](CO)Cc3ccccc3)nn2)cc1,1750,1666
CCOc1cc(N2CCOCC2)c(OCC)cc1NC(=O)CN1CCCC1,1839,1424
Cc1c(CCO)c(=O)[nH]n1S(=O)(=O)c1ccccc1,1901,1527
COc1ccc(C(=O)N/C(=C\c2ccc3c(c2)OCO3)C(=O)Nc2ccc(C(=O)O)cc2)cc1,1972,1870
CC(C)C1Nc2c(O)cc(Cl)c([N+](=O)[O-])c2C2C=CCC21 (stereo unspecified),1619,1540
Cn1c(-c2ccco2)n[nH]c1=S,2042,1797
Cc1cn(C)c(=O)n(C)c1=O,1726,1632
Cc1cc(=O)n2nc(N3CCCC(C(=O)NCCCN4CCc5ccccc5C4)C3)sc2n1 (stereo unspecified),1733,1520
CC(C)CNC1=C(C(=S)Nc2ccccc2)C(=O)CC(C)(C)C1,1874,1620
Cc1c(NC(=O)C(C)OC(=O)CCc2ccccc2)c(=O)n(-c2ccccc2)n1C (stereo unspecified),1679,1541
